Bioassay records from PubChem.
Tat transport: inhibitors of E. coli Tat protein transport. E. coli MC4100 TorA-mCherry Tat export, fluorescence. inhibition, % at 10 µM. 0.036% of 340,000 active. AID 488895;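 active = mean replicate inhibition at least 50% and at least half of replicates individually reaching 50%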;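 note: exported cargo escapes ClpAP degradation while cytoplasmic cargo is degraded and loses fluorescence; 0% = median of neutral control wells and 100% = median of NaSCN control wells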
AddAB inh: less growth of phage-infected E. coli with AddAB; 0.29% of 330,000 active; E. coli expressing H. pylori AddAB, absorbance growth; AID 435030; inhibition, % at 11.9 µM; in the data active = inhibition above about 12%;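 note: 0% = vehicle wells of infected cells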
CDK5 p35 inh: CDK5/p35 (human) kinase inhibition. inhibition, % at 10 µM. Q00535+Q15078. 0.01% of 330,000 active. Recombinant CDK5/p35, ADP-Glo luminescence, 60 min;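 active = highest replicate inhibition of at least 50% and at least 75% of replicates reaching 50%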;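 note: plate controls were DMSO neutral control for no effect and GW8510 at 10 µM for full effect; many of its hits are not listed in these tables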
E coli growth: bacterial growth inhibition, counter-screen for AddAB inhibitors; E. coli V3065 growth, OD600 absorbance, 18 h; inhibition, % at 11.9 µM; 0.27% of 330,000 active;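 active = inhibition above the campaign's mean inhibition across all tested compounds plus 3 SD, cut at about 9.9% in these data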;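 note: uninfected addAB+ strain grown without phage in ampicillin broth; 0% = DMSO wells and 100% = ciprofloxacin 0.95 µg/ml wells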
PKA-R1A act: PKA-R1A complex activation. P00514+P68181. PKA-R1A dissociation, Cy5-IP20 fluorescence polarization; scaled: DMSO 0%, 113 µM cGMP 100%. activation, % at 11.4 µM. 0.083% of 340,000 active. AID 504707;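 active = percent activation above the mean of all tested compounds plus 3 SD, cut at about 19% in these data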;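 note: higher means more PKAc released from R1A so a rise in polarization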
Mot1-301 SUMO: inhibitors of SUMOylation pathway: yeast Mot1-301 growth rescue; S. cerevisiae Mot1-301 growth rescue, ATP luminescence, 38.5C; percent above DMSO median, 100 means doubled; growth rescue, % at 18.8 µM; 1% of 320,000 active;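 active = every valid replicate shows activation above 250% relative to neutral control wells; inactive = the rest, any valid replicate at or below 250%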;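 note: OY570 slx delta 5 strain wells were the positive control but not used for scaling; some compounds called inactive have numbers as strong as hits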
HTR5A ag ctr: activates human HTR5A in OPRM1-OPRD1 agonist counter-screen; P47898; HTR5A agonist assay, luminescence, cell-based; activation, % at 9.3 µM; 0.61% of 340,000 active; in the data active = activation mostly above about 9.5%, no sharp cut-off; inactive = mostly below about 7.6%;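 note: 0% = cells with vehicle only and 100% = reference agonist; strong numbers were not always called active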
Target sequence (P47898 whole entry, looked up): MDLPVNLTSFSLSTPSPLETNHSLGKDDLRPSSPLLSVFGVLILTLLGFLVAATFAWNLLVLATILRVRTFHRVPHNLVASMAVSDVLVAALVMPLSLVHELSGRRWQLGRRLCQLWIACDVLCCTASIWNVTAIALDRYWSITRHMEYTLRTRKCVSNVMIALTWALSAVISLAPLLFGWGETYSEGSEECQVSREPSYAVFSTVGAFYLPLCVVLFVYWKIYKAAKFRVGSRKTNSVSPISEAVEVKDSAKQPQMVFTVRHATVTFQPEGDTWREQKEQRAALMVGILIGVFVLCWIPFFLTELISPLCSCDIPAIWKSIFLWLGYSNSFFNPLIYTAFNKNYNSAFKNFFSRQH
DAGLB inh: blocks human DAGLB lipase activity; Q8NCG7; HEK293T DAGLB membrane lysate, EnzChek fluorogenic substrate; inhibition, % at 5.17 µM; 0.059% of 340,000 active; AID 504411; in the data active = inhibition above about 34%;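 note: 0% = enzyme with vehicle and 100% = wells lacking enzyme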
PKA-R2B act: PKA-R2B complex activation; 0.079% of 340,000 active; AID 504700; P22694+P31323; activation, % at 11.4 µM; PKA-R2B holoenzyme dissociation, Cy5-IP20 fluorescence polarization; R2B truncated from residue 108, S112A mutant; 0% DMSO only, 100% 113 µM cGMP;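 active = activation above a cutoff set at the mean over all compounds plus 3 SD, cut at about 18% in these data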;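 note: higher means more holoenzyme dissociation and a rise in polarization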
Target sequence (P31323 whole entry, looked up, other chains not shown, the tested form may be a part): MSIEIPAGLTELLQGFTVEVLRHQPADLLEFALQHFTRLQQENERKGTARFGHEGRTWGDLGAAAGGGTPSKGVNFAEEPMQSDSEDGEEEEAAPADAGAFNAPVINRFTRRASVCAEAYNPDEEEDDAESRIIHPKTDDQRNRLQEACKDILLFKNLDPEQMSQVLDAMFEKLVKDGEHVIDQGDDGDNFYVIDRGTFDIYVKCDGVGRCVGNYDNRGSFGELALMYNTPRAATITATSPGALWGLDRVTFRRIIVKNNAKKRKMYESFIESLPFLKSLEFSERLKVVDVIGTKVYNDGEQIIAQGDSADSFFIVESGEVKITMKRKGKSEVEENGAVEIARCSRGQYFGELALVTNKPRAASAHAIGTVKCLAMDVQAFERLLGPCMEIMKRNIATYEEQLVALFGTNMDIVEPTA
phage Ecoli inh: E. coli growth loss with phage present; AID 651602; growth absorbance; inhibition, % at 11.9 µM; 0.26% of 360,000 active; in the data active = inhibition above about 11%
HTR5A inv ag: HTR5A inverse agonism, opioid heterodimer counter-screen | HTR5A cell line, luminescence | 0.083% of 340,000 active | P47898 | inhibition, % at 9.3 µM | AID 504634; in the data active = inhibition mostly above about 23%, no sharp cut-off; inactive = mostly below about 18%;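 note: 0% = cells with DMSO and 100% = no-cell wells with DMSO; some compounds called inactive have numbers as strong as hits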
* = called active by the depositor. Not a hit list; about 2.3% have a hit in one of these screens.

Screening CCOC(=O)c1c(-c2ccccc2)nc2ccccn12 returned Tat transport -2, AddAB inh 3.1, CDK5 p35 inh -0.5, E coli growth -0.2, PKA-R1A act 4, HTR5A ag ctr -6, DAGLB inh -1, PKA-R2B act 11, phage Ecoli inh 0.7 and HTR5A inv ag 14.
Cc1ccc(N(Cc2cc(=O)[nH]c3ccccc23)C(=O)C(C)C)cc1 was read as Tat transport -7, AddAB inh 2.5, CDK5 p35 inh 2.7, E coli growth 0.0, PKA-R1A act -7, Mot1-301 SUMO -3, HTR5A ag ctr 0, DAGLB inh 4, PKA-R2B act -14, phage Ecoli inh 3.6 and HTR5A inv ag 1.
CC1(C)Cc2ccccc2-c2nnnn21 was read as Tat transport -3, AddAB inh 2.0, CDK5 p35 inh -2.7, E coli growth 1.7, PKA-R1A act -5, Mot1-301 SUMO 437, HTR5A ag ctr 9, DAGLB inh 3, PKA-R2B act 2, phage Ecoli inh 0.6 and HTR5A inv ag -21.
`O=C(NCc1ccccc1)C1=C[C@@H](c2csc3ccccc23)C[C@@H](OCc2ccc(CO)cc2)O1` gave Tat transport -4, AddAB inh 0.8, CDK5 p35 inh 1.3, E coli growth -0.6, PKA-R1A act -4, Mot1-301 SUMO 3, HTR5A ag ctr 4, DAGLB inh -4, PKA-R2B act -4, phage Ecoli inh 4.2 and HTR5A inv ag -35.
Cc1nnc(SCC(=O)N(C2CCCCC2)C2CCS(=O)(=O)C2)n1N (stereo unspecified) was read as Tat transport -6, AddAB inh 3.8, CDK5 p35 inh -0.4, E coli growth 0.3, PKA-R1A act -8, Mot1-301 SUMO 14, HTR5A ag ctr 0, DAGLB inh 3, PKA-R2B act 1, phage Ecoli inh 6.3 and HTR5A inv ag 0.
Screening COc1ccccc1-c1nnc(-c2ccc(C)cc2)o1 returned Tat transport 7, AddAB inh -0.2, CDK5 p35 inh -4.8, E coli growth -2.8, PKA-R1A act -4, Mot1-301 SUMO -5, HTR5A ag ctr 5, DAGLB inh -7, PKA-R2B act -10, phage Ecoli inh 0.7 and HTR5A inv ag -17.
CCN1CCCC1CNC(=O)c1cc2c(-c3cccc(OC)c3)nn(C)c2s1 (stereo unspecified) was read as Tat transport -3, AddAB inh 0.3, CDK5 p35 inh -0.5, E coli growth -2.6, PKA-R1A act 5, Mot1-301 SUMO 2, HTR5A ag ctr 7, DAGLB inh -1, PKA-R2B act -12, phage Ecoli inh 0.6 and HTR5A inv ag 1.
COc1cccc(/C=C/c2ccc3ccccc3n2)c1OC(C)=O was read as Tat transport -3, AddAB inh 0.8, CDK5 p35 inh 1.4, E coli growth -2.8, PKA-R1A act -9, Mot1-301 SUMO -11, HTR5A ag ctr 0, DAGLB inh -8, PKA-R2B act -11, phage Ecoli inh 5.5 and HTR5A inv ag 0.
Screening O=S1(=O)c2ccc(Br)cc2OC(COCc2ccccc2)CN1Cc1ccccc1 (stereo unspecified) returned Tat transport 3, AddAB inh 2.0, CDK5 p35 inh -1.4, E coli growth 1.1, PKA-R1A act -4, HTR5A ag ctr 3, DAGLB inh -14, PKA-R2B act 7, phage Ecoli inh 0.5 and HTR5A inv ag -9.
Screening O=C(Cn1nnc(-c2ccccc2Cl)n1)N/N=C/c1ccc2c(c1)OCO2 returned Tat transport -9, AddAB inh 0.1, CDK5 p35 inh 1.1, E coli growth -1.1, PKA-R1A act 5, Mot1-301 SUMO 5, HTR5A ag ctr 6, DAGLB inh 0, PKA-R2B act -5, phage Ecoli inh 2.6 and HTR5A inv ag -15.
Cc1oc2ccccc2c1-c1cn2c(n1)SCC2 was read as Tat transport 9, AddAB inh 1.6, CDK5 p35 inh 1.2, E coli growth 0.9, PKA-R1A act -9, Mot1-301 SUMO 56, HTR5A ag ctr 2, DAGLB inh 3, PKA-R2B act -6, phage Ecoli inh 3.9 and HTR5A inv ag -3.
Screening Fc1ccccc1NC(=S)NN(Cc1ccccc1)c1ccccc1 returned Tat transport 17, AddAB inh -0.5, CDK5 p35 inh -0.1, E coli growth -0.4, PKA-R1A act -15, HTR5A ag ctr -2, DAGLB inh -1, PKA-R2B act -6, phage Ecoli inh 1.0 and HTR5A inv ag 3.
CCCCN(Cc1nc2ccccc2c(=O)[nH]1)C(=O)c1nn(C)c(=O)c2ccccc12 was read as Tat transport 1, CDK5 p35 inh -0.9, PKA-R1A act 5, HTR5A ag ctr 3, DAGLB inh 1, PKA-R2B act -3, phage Ecoli inh 3.0 and HTR5A inv ag -10.
O=C(COC(=O)c1n[nH]c2ccccc12)c1cccc(Br)c1 was read as Tat transport 7, AddAB inh 7.6, CDK5 p35 inh -1.5, E coli growth 2.6, PKA-R1A act 4, Mot1-301 SUMO 16, HTR5A ag ctr 2, DAGLB inh -1, PKA-R2B act -8, phage Ecoli inh 2.9 and HTR5A inv ag -16.
For CC1(C)CC(=O)C(C2C3=C(CC(C)(C)CC3=O)Oc3c(Br)cc(Br)cc32)=C(O)C1 (stereo unspecified) the results were Tat transport 1, AddAB inh 0.5, CDK5 p35 inh 1.2, E coli growth -0.5, PKA-R1A act 12, Mot1-301 SUMO 7, HTR5A ag ctr -2, DAGLB inh 2, PKA-R2B act -5, phage Ecoli inh 3.2 and HTR5A inv ag 6.
`O=C(C1=C[C@H](c2ccc3c(c2)OCO3)C[C@H](OCCCCO)O1)N1CCN(Cc2ccc3c(c2)OCO3)CC1` gave Tat transport 7, AddAB inh -1.6, CDK5 p35 inh -0.2, E coli growth -1.6, PKA-R1A act 11, Mot1-301 SUMO 172, HTR5A ag ctr -2, DAGLB inh -1, PKA-R2B act 2, phage Ecoli inh 2.2 and HTR5A inv ag -14.
`COc1cccc(NC(=O)CN(C)C(=O)c2ccc3c(c2)CC(c2ccccc2)OC3=O)c1` (stereo unspecified) gave Tat transport 0, AddAB inh 1.9, CDK5 p35 inh 1.0, E coli growth -2.4, PKA-R1A act 6, Mot1-301 SUMO 0, HTR5A ag ctr -3, DAGLB inh -4, PKA-R2B act 1, phage Ecoli inh 0.5 and HTR5A inv ag 16.
Screening Cc1ccc(C(=O)NCC(=O)N2CCCCCCC2)cc1 returned Tat transport -4, AddAB inh 3.8, CDK5 p35 inh 1.2, E coli growth 0.0, PKA-R1A act -9, Mot1-301 SUMO 1, HTR5A ag ctr 0, DAGLB inh -2, PKA-R2B act -17, phage Ecoli inh 0.6 and HTR5A inv ag -1.
CC(Sc1ncc(C(F)(F)F)cc1Cl)C(=O)NC(N)=O (stereo unspecified) was read as Tat transport -6, AddAB inh 0.4, CDK5 p35 inh -8.3, E coli growth 2.4, PKA-R1A act -2, Mot1-301 SUMO 5, HTR5A ag ctr 2, DAGLB inh -1, PKA-R2B act 3, phage Ecoli inh 4.3 and HTR5A inv ag -6.
O=C(COc1ccc(/C=N/NS(=O)(=O)c2ccccc2)cc1)N1CCOCC1 was read as Tat transport 7, AddAB inh 2.0, CDK5 p35 inh -0.2, E coli growth -2.9, PKA-R1A act -5, Mot1-301 SUMO -6, HTR5A ag ctr 6, DAGLB inh -2, PKA-R2B act 9, phage Ecoli inh 5.3 and HTR5A inv ag -16.
For Cn1c(SCC(=O)NC2CCS(=O)(=O)C2)nnc1-c1ccco1 (stereo unspecified) the results were Tat transport -16, AddAB inh -2.0, CDK5 p35 inh 0.7, E coli growth 2.1, PKA-R1A act -12, Mot1-301 SUMO -21, HTR5A ag ctr -2, DAGLB inh 0, PKA-R2B act -6, phage Ecoli inh 1.2 and HTR5A inv ag 6.
Screening Cc1cccc(C)c1OCc1cc(C(=O)N2CCCC2c2nonc2C)no1 (stereo unspecified) returned Tat transport -12, AddAB inh 0.9, CDK5 p35 inh 1.3, E coli growth 3.1, PKA-R1A act -13, Mot1-301 SUMO -6, HTR5A ag ctr 1, DAGLB inh -7, PKA-R2B act -6, phage Ecoli inh 0.6 and HTR5A inv ag -38.
`O=C1CSC(=S)N1/N=C/c1ccc(O)c(O)c1O` gave Tat transport -18, AddAB inh 8.3, CDK5 p35 inh 6.0, E coli growth 6.6, PKA-R1A act 1, Mot1-301 SUMO -13, HTR5A ag ctr 4, DAGLB inh 1, PKA-R2B act 4 and HTR5A inv ag 9.
For CCN(CC(=O)Nc1ccccc1OC)C(=O)CCc1ccccc1 the results were Tat transport 1, AddAB inh 3.1, CDK5 p35 inh 1.1, E coli growth -1.1, PKA-R1A act -1, Mot1-301 SUMO -10, HTR5A ag ctr -2, DAGLB inh 0, PKA-R2B act -10, phage Ecoli inh 4.7 and HTR5A inv ag 4.
`CC1CCCN(C(=O)c2cc3c(=O)n4ccccc4nc3s2)C1` (stereo unspecified) gave Tat transport 23, AddAB inh 2.8, CDK5 p35 inh -1.1, E coli growth 2.0, PKA-R1A act 6, Mot1-301 SUMO 3, HTR5A ag ctr 0, DAGLB inh -2, PKA-R2B act -13, phage Ecoli inh 0.8 and HTR5A inv ag -1.
`CCn1c(C(=O)N2CCC(C(=O)N3CCN(c4ccccn4)CC3)CC2)cc2sccc21` gave Tat transport -2, AddAB inh -3.4, CDK5 p35 inh 0.6, E coli growth -1.9, PKA-R1A act -12, Mot1-301 SUMO -7, HTR5A ag ctr 3, DAGLB inh -1, PKA-R2B act 5, phage Ecoli inh 1.1 and HTR5A inv ag -10.
`COc1ccccc1C(OC(=O)c1cccs1)C(=O)NCc1ccco1` (stereo unspecified) gave Tat transport -8, AddAB inh 1.7, CDK5 p35 inh -0.4, E coli growth 0.1, PKA-R1A act -4, Mot1-301 SUMO -19, HTR5A ag ctr 1, DAGLB inh 0, PKA-R2B act 11, phage Ecoli inh 2.1 and HTR5A inv ag 1.
Screening O=C(CSc1nnnn1C1CC1)N1CCN(c2cccc(Cl)c2)CC1 returned Tat transport -8, AddAB inh 2.5, CDK5 p35 inh 0.0, E coli growth -1.4, PKA-R1A act -1, Mot1-301 SUMO 8, HTR5A ag ctr -4, DAGLB inh 1, PKA-R2B act -1, phage Ecoli inh 4.0 and HTR5A inv ag 5.
Screening COc1ccc(CCn2c(-c3ccc(C(C)(C)C)cc3)n[nH]c2=S)cc1OC returned Tat transport -7, AddAB inh -0.7, CDK5 p35 inh 0.6, E coli growth -0.3, PKA-R1A act -13, Mot1-301 SUMO -5, HTR5A ag ctr -4, DAGLB inh -2, PKA-R2B act -3, phage Ecoli inh 1.2 and HTR5A inv ag 14.

In the list so far, 2 contain fluorine:
Screening Fc1ccccc1NC(=S)NN(Cc1ccccc1)c1ccccc1 returned Tat transport 17, AddAB inh -0.5, CDK5 p35 inh -0.1, E coli growth -0.4, PKA-R1A act -15, HTR5A ag ctr -2, DAGLB inh -1, PKA-R2B act -6, phage Ecoli inh 1.0 and HTR5A inv ag 3.
CC(Sc1ncc(C(F)(F)F)cc1Cl)C(=O)NC(N)=O (stereo unspecified) was read as Tat transport -6, AddAB inh 0.4, CDK5 p35 inh -8.3, E coli growth 2.4, PKA-R1A act -2, Mot1-301 SUMO 5, HTR5A ag ctr 2, DAGLB inh -1, PKA-R2B act 3, phage Ecoli inh 4.3 and HTR5A inv ag -6.
